Bioassay records deposited in PubChem by National Center for Advancing Translational Sciences (NCATS).
FLuc modulator – firefly luciferase modulation, counter-screen for miR-21 project | hit rate 6.9% among 360,000 | AID 588342 | P08659 | Potency, µM (highest dose often 57.5 µM), inactives show at the highest dose activity change, negative = inhibition, usual class: inhibitors | purified FLuc, Km substrates, luminescence inhibition; active means well fitted inhibition curve with a large enough effect; inconclusive means small, poorly fitted or top-dose-only effect;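 further: plate controls were vehicle for no effect and reference inhibitor for full effect; nearly all actives have a fitted effect of over 55% in size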
Target sequence (P08659 whole entry, looked up): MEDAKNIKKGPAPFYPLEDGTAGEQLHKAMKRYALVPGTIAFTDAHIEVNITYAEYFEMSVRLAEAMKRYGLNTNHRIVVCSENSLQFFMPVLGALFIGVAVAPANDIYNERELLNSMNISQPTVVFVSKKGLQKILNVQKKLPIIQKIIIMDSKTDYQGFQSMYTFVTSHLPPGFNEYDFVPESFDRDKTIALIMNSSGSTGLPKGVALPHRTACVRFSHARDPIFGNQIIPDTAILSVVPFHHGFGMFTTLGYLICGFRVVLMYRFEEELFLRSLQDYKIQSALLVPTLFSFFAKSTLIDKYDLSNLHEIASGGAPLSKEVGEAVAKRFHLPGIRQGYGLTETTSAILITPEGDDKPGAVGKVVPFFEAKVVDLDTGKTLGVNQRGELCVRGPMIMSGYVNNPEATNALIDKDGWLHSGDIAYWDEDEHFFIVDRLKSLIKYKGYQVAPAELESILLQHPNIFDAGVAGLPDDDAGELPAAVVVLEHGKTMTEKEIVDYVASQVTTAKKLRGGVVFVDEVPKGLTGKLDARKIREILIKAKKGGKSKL
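Biochemical qHTS of compounds, final roughly 60 µM downward over six points, against 10 nM purified firefly luciferase using Km concentrations of substrates (10 uM D-luciferin, 10 uM ATP) in Tris acetate pH 7.5 buffer; luminescence output.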
* hit, by the source's call; ? = inconclusive. Potency means the concentration at half of the fitted maximal effect. This is a subset (hit frequency here may not be typical).

SMILES | FLuc modulator
COc1ccc(-c2cc(C)no2)cc1S(=O)(=O)Nc1cccc(C(F)(F)F)c1 | -3%
CC(C)NC(=O)c1sc2ncccc2c1-n1cccc1 | 5%
CCOc1ccccc1CNCCCSc1nnnn1C | 1%
Cc1cccc(Cn2nnc3c(=O)[nH]c(C4CCCN(C(=O)c5ccccc5Cl)C4)nc32)c1 (stereo unspecified) | -18%
CCOc1ccc(OCC)c(Nc2ccc3cc(S(=O)(=O)N4CCCC4)ccc3n2)c1 | 1%
Cc1c(C(=O)OCC2CCCCC2)[nH]c2c1C(=O)CC(c1ccc(F)cc1)C2 (stereo unspecified) | -4%
Cn1c(=O)c2c(SCC(=O)Nc3ccc(F)cc3F)nc(C3CCCC3)nc2n(C)c1=O | 0%
COc1ccc(Cl)cc1NC(=O)c1cc(C)nn1-c1ccccc1 | 7%
COc1cc2c(=O)n(Cc3ccccc3)c(=O)n(CC(=O)Nc3cc(C(F)(F)F)ccc3Cl)c2cc1OC | 5%
CCc1ccc(OCC(=O)Nc2ccc3c(c2)c2ccccc2n3CC)c(Br)c1 | -7%
Cc1ccc(OCc2nc(-c3ccc(C(=O)N4CCN(c5cc(Cl)ccc5C)CC4)cc3)oc2C)cc1 | 3%
O=C(Nc1ccc(F)c(F)c1)c1cc(S(=O)(=O)NCc2ccc3c(c2)OCO3)ccc1F | 0%
CCN(CC)C(=O)c1sc2c(c1C)c(=O)n(-c1ccc(C)c(C)c1)c(=O)n2CC(=O)Nc1ccc(OC)cc1OC | -5%
CSc1cccc(NC(=O)C2CCCN(S(=O)(=O)c3ccc4c(c3)CCCN4C(C)=O)C2)c1 (stereo unspecified) | -9%
COc1ccc(OC)c(-n2nnc3c(sc4nc(C)c(Br)c(C)c43)c2=O)c1 | -16%
Cc1cccc(-c2nc(CCNC(=O)Cc3ccc(F)cc3)cs2)c1 | -19%
O=C(Nc1ccc2nc3n(c(=O)c2c1)CCCCC3)c1cccc(C(F)(F)F)c1 | -15%
CCOc1ccc(NS(=O)(=O)c2ccc3[nH]c4c(c3c2)CCCC4)cc1 | -16%
COc1ccccc1NC(=O)CSC1=Nc2ccccc2C2=NC(CC(=O)NCCc3ccccc3)C(=O)N12 (stereo unspecified) | -11%
CCOC(=O)c1cccc(NC(=O)c2cc(CN3CCCC3)on2)c1 | -19%
CCOC(=O)C1CCN(C(=O)Cn2ncc3c4ccccc4n(Cc4ccc(F)cc4)c3c2=O)CC1 | -4%
CCOC(=O)c1ccccc1NC(=O)c1c(-c2ccccc2)noc1C | -18%
Cc1ccc(NC(=O)Cn2nnc(C(=O)NCCc3ccccc3)c2N)cc1C | -2%
CCOc1ccc(-c2cn3c(n2)sc2cc(C(=O)NCCc4ccc(OC)cc4OC)ccc23)cc1 | -13%
CCOC(=O)c1c(C)[nH]c(C)c1S(=O)(=O)N1CCN(c2cc(Cl)ccc2C)CC1 | -11%
O=C(Nc1noc2ccccc12)c1cccc(Cl)c1Cl | ?
CCc1ccc(C2=C(C)C(N3CCC(C(=O)NCc4ccc(C)o4)CC3)=NS2(=O)=O)cc1 | 0%
CCCN(CCC)CCNC(=O)c1nn(C)c2c1CS(=O)(=O)c1ccccc1-2 | -18%
CCOc1ccc(CCNC(=O)CCCc2nnc3n(C)c(=O)c4sccc4n23)cc1OCC | -3%
CCOc1ccc2c(c1)c(=O)c(C(=O)c1ccc(C)cc1)cn2Cc1ccccc1OC | -5%
COC(=O)c1c(NC(=O)c2nc(SCc3ccccc3C)ncc2Cl)sc2c1CCCC2 | 4%
COc1ccc(C(=O)c2oc3ccccc3c2NC(=O)c2cc(=O)c3ccc(C)cc3o2)cc1Cl | -3%
O=C(COc1ccc(Cl)cc1)Nc1ccc(C(=O)OCc2cc(=O)n3ccsc3n2)cc1 | -6%
COc1ccc(-c2nc3c4ccccc4n(CC(=O)Nc4ccc(C(C)=O)cc4)c(=O)n3n2)cc1 | 5%
CCc1ccccc1NC(=O)c1cnc(N2CCCCC2)c2ccccc12 | -4%
CC1CCCN(C(=O)c2ccc(CSc3nc4ccncc4n3Cc3ccccc3)cc2)C1 (stereo unspecified) | ?
Cc1noc(Cn2c(=O)c3ccccc3n(CC(=O)Nc3ccccc3C(F)(F)F)c2=O)n1 | -5%
Cc1ccccc1Nc1c(-c2ccsc2)nc2c(C)cccn12 | ?
CC(=O)c1cc(-c2ccccc2)n(CCC(=O)NC(C)c2ccccc2)c1C (stereo unspecified) | 4%
O=C(Nc1cccc(F)c1)C1CCN(S(=O)(=O)c2cccc3nsnc23)CC1 | -10%
O=C(CSc1nc2c(c(=O)[nH]1)CCCC2)Nc1ccc(Br)cc1 | -1%
COc1ccc(-c2nn(C)c3sc(C(=O)Nc4cc(OC)c(OC)c(OC)c4)cc23)cc1OC | 8.5µM*
CCOc1ccc(CNC(=O)c2cnc3sc(N4CCCCCC4)nn3c2=O)cc1OC | -2%
CCC(Oc1ccc(F)cc1)C(=O)Nc1cc(-c2ccc(C)cc2)no1 (stereo unspecified) | -2%
CC(=O)c1cc(-c2ccccc2)n(CCC(=O)NCCc2ccccc2)c1C | 6%
COc1ccc(OC)c(NC(=O)Cn2cnc3c(oc4ccccc43)c2=O)c1 | -2%
COc1ccc2nc(N(Cc3cccnc3)C(=O)C3COc4ccccc4O3)sc2c1 (stereo unspecified) | 4%
Cc1ccc(-n2ncc(C(=O)NCCc3ccccc3)c2C2CCN(C(=O)OC(C)(C)C)CC2)c(C)c1 | -11%
CC(NC(=O)c1c2c(nc3ccccc13)C(=O)N(C1CCCCC1)C2)c1ccccc1 (stereo unspecified) | -1%
Cc1ccc(NC(=O)CSc2ncn[nH]2)cc1C | -9%
CC(C)NC(=O)C1=CC(c2ccc3c(c2)OCO3)=NS(=O)(=O)N1C | -14%
CC(C)c1ccc(NC(=O)c2ccc(=O)n(Cc3ccccc3)c2)cc1 | ?
CCOC(=O)c1c(NC(C)=O)c2c3c(sc2n1Cc1cccc(Cl)c1)CCCC3 | -2%
Cc1cc(C)cc(NS(=O)(=O)c2cc3c(cc2C)NC(=O)CO3)c1 | -1%
COc1ccc(SCc2cc(=O)c3ccc(C)c(C)c3[nH]2)cc1 | -9%
COc1ccc(C(=O)N2CCC(c3nc(-c4ccc(S(=O)(=O)N5CCCC5)cc4)no3)CC2)cc1 | -3%
CC(=O)Nc1cc(C(=O)NCc2ccc(F)cc2Cl)ccc1Sc1ccc(Cl)cc1 | -11%
CCc1ccc(C(=O)NC2=NC(c3ccccc3F)CC(=O)N2)cc1 (stereo unspecified) | -2%
CC(=O)c1cc(-c2ccc(F)cc2)n(CC(=O)Nc2cc(C)cc(C)c2)c1C | 3%
O=c1oc2cc(O)ccc2cc1-c1nc(-c2ccc(Cl)c(Cl)c2)cs1 | -4%

Remaining list, next part
SMILES | FLuc modulator
CCOc1ccc(NC(=O)CN2C(=O)COc3ccc(S(=O)(=O)NC4CCCC4)cc32)cc1 | -12%
COC(=O)c1ccc(C2c3c(oc4ccccc4c3=O)C(=O)N2c2nc(C)c(C(=O)OC)s2)cc1 (stereo unspecified) | -9%
COc1ccccc1CNC(=O)c1cccn1-c1nnc(N2CCCCC2)s1 | -18%
CC(C)n1c(=O)c2oc3ccccc3c2n(CC(=O)Nc2ccccc2Cl)c1=O | -1%
CCc1ccccc1NC(=O)CC(C)n1nc(C)cc1C (stereo unspecified) | -1%
Cc1ccccc1CNC(=O)Cn1c(=O)c2cccn2c2cccnc21 | -6%
COc1ccc(Nc2ncnc3c2cnn3-c2ccc(C)cc2)cc1Cl | 24µM*
O=C(NCc1ccccc1Cl)c1nnc(Cc2ccc(Cl)cc2)o1 | -3%
Cc1ccc(NC(=O)C(Cc2ccccc2)n2cccc2)cc1C (stereo unspecified) | -13%
Cc1ccc(N2CC(NC(=O)Cc3cccs3)CC2=O)cc1C (stereo unspecified) | 2%
Cn1nc(-c2ccc(OCC(=O)Nc3ccc(Cl)cc3)cc2)c2ccccc2c1=O | -10%
COc1cc2c(cc1OC)C(COc1ccc3c(C)cc(=O)oc3c1)N(C(=O)c1ccccc1F)CC2 (stereo unspecified) | 1%
Cc1ccc(-c2cc(C(F)(F)F)n3nc(C(=O)Nc4ccc(Cl)c(C(F)(F)F)c4)cc3n2)cc1 | -2%
COc1ccc(C2c3c(-c4ccccc4O)n[nH]c3C(=O)N2CCc2ccccc2)cc1 (stereo unspecified) | -11%
CCOC(=O)c1c(NC(=O)c2cc(-c3cccc(Cl)c3)on2)sc(C)c1C | -5%
CCOC(=O)c1ccccc1NC(=O)c1c2c(nc3ccccc13)C(=O)N(C1CCCCC1)C2 | 0%
CCc1ccc(CNC(=O)CCCn2ccc3cc(S(=O)(=O)N4CCCC4)ccc32)cc1 | ?
O=C(Nc1ccc2oc(-c3cc(Br)ccc3Cl)nc2c1)c1cc2ccccc2o1 | 1%
CC(=O)c1nnn(-c2ccc(C)cc2Cl)c1C | -2%
COc1cc([C@@H]2Nc3c(F)cccc3[C@@H]3C=CC[C@@H]32)cc(Br)c1OC | 6%

A different layout for part of the listing above:
compound	FLuc modulator
COc1ccccc1CNC(=O)c1cccn1-c1nnc(N2CCCCC2)s1	-18%
CC(C)n1c(=O)c2oc3ccccc3c2n(CC(=O)Nc2ccccc2Cl)c1=O	-1%
CCc1ccccc1NC(=O)CC(C)n1nc(C)cc1C (stereo unspecified)	-1%
Cc1ccccc1CNC(=O)Cn1c(=O)c2cccn2c2cccnc21	-6%
COc1ccc(Nc2ncnc3c2cnn3-c2ccc(C)cc2)cc1Cl	24µM*
O=C(NCc1ccccc1Cl)c1nnc(Cc2ccc(Cl)cc2)o1	-3%
Cc1ccc(NC(=O)C(Cc2ccccc2)n2cccc2)cc1C (stereo unspecified)	-13%
Cc1ccc(N2CC(NC(=O)Cc3cccs3)CC2=O)cc1C (stereo unspecified)	2%
Cn1nc(-c2ccc(OCC(=O)Nc3ccc(Cl)cc3)cc2)c2ccccc2c1=O	-10%
COc1cc2c(cc1OC)C(COc1ccc3c(C)cc(=O)oc3c1)N(C(=O)c1ccccc1F)CC2 (stereo unspecified)	1%
Cc1ccc(-c2cc(C(F)(F)F)n3nc(C(=O)Nc4ccc(Cl)c(C(F)(F)F)c4)cc3n2)cc1	-2%
COc1ccc(C2c3c(-c4ccccc4O)n[nH]c3C(=O)N2CCc2ccccc2)cc1 (stereo unspecified)	-11%
CCOC(=O)c1c(NC(=O)c2cc(-c3cccc(Cl)c3)on2)sc(C)c1C	-5%
CCOC(=O)c1ccccc1NC(=O)c1c2c(nc3ccccc13)C(=O)N(C1CCCCC1)C2	0%

The listing continues:
SMILES | FLuc modulator
Cc1ccc(N2CCN(C(=O)c3cccn4c(=O)c5ccc(Cl)cc5nc34)CC2C)cc1 (stereo unspecified) | -1%
COc1ccc(-c2cc(C(F)(F)F)n3nc(C(=O)Nc4cccc(Cl)c4C)cc3n2)cc1 | 0%
COc1ccc(CCNC(=O)c2cnc3sc(N4CCC(C)CC4)nn3c2=O)cc1OC | -3%
CCOC(=O)C1CCCN(S(=O)(=O)c2cc(-c3cc(C)no3)ccc2C)C1 (stereo unspecified) | -10%
Cn1nc(C(=O)NCCc2ccc(Cl)cc2)c2c1-c1ccccc1SC2 | 1%
Cc1ccc(NC(=O)Cn2nc(Cc3ccncc3)c3ccccc3c2=O)c(Cl)c1 | 7%
CSc1ccc(CNC(=O)CCn2c(=O)c3cccn3c3ccc(F)cc32)cc1 | -5%
COc1ccc(C(=O)Nc2ccc3c(c2)N(C)C(=O)c2ccccc2S3)cc1OC | 6%
COc1ccc(-c2c(C#N)c(SCC(=O)Nc3ccc(C)c(C)c3)nc(C)c2C(=O)Nc2ccccc2)cc1OC | 4%
COc1ccc(NC(=O)c2c(C)oc3ccc(O)c(CN4CCCC4)c23)cc1Cl | 2%
CCCCOc1ccc(NC(=O)Cn2nnnc2-c2ccccc2F)cc1 | -1%
CCOc1ccc(CCNC(=O)c2cnc3sc(N4CCCCC4)nn3c2=O)cc1 | 6%
CCOc1cccc(C2c3c(oc4ccc(F)cc4c3=O)C(=O)N2CCc2ccc(OC)cc2)c1 (stereo unspecified) | 0%
COc1cccc2cc(-c3nc(-c4ccc(Cl)cc4)cs3)c(=O)oc12 | 5%
COc1cccc(C(=O)NCC(c2ccc(N(C)C)cc2)N2CCc3ccccc32)c1OC (stereo unspecified) | 3%
CCc1nn2c(=O)cc(COC(=O)c3ccc(NC(=O)COc4ccc(C)cc4)cc3)nc2s1 | -4%
Cn1nnc2c(NCCc3ccccc3)ncnc21 | 0%
O=C(CSc1nnc(CNC(=O)c2c(F)cccc2Cl)o1)Nc1cccc(F)c1 | -17%
CN(Cc1ccccc1)C(=O)C(=O)Nc1ccc2nc3n(c(=O)c2c1)CCCCC3 | -2%
CCOC(=O)Cn1c(=O)oc2cc(S(=O)(=O)N3CCN(c4ccc(C(C)=O)cc4)CC3)ccc21 | 4%
COc1ccc(-c2nc3n(n2)C(c2ccc(OC)cc2)C(C(=O)Nc2cccnc2)=C(C)N3)cc1 (stereo unspecified) | -1%
O=C(NC(=O)c1ccccc1)Nc1ccc(-c2cc(C(F)(F)F)nn2-c2ccccc2)cc1 | 1%
O=C(CSc1c2c(nc3cc(Cl)ccc13)CCCC2)NCc1ccccc1Cl | -9%
CCOC(=O)c1c(C)oc2nc(C)nc(NCCc3ccc(S(N)(=O)=O)cc3)c12 | -9%
Oc1ccc(-c2nc(-c3ccccc3)c(-c3ccc(Br)cc3)[nH]2)cc1 | -15%
CCc1ccc(NC(=O)c2ccc(F)c(S(=O)(=O)N3CCN(c4cc(C)ccc4C)CC3)c2)cc1 | -8%
CC1Cc2cc(S(=O)(=O)NCCc3ccccc3)ccc2N1C(=O)C1CCC1 (stereo unspecified) | -16%
Cc1ccc(Cl)cc1N1CCN(C(=O)CCCCCn2c(=O)[nH]c3ccccc3c2=O)CC1 | -3%
CCc1ccc(CNC(=O)C2CCN(C(=O)c3ccc(-n4c(C)cc5ccccc54)s3)CC2)cc1 | -14%
COc1ccccc1NC(=O)CSc1nc(O)c(C/C=C/c2ccccc2)c(=O)[nH]1 | ?
